# Source: PubChem BioAssay (Broad Institute)
# S100A4 MyoIIA – S100A4-myosin IIA interaction inhibition. P26447. AID 652163. inhibition, % at 10.7 µM. 0.14% of 360,000 active. S100A4/TAMRA-MyoIIA peptide fluorescence polarization;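 active = mean inhibition of at least 70% across replicates, with every replicate also reaching that level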
# Target sequence (P26447 whole entry, looked up): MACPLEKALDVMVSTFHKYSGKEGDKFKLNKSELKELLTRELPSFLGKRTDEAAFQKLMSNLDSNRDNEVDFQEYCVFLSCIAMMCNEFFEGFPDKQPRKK
#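 Material: S100A4 monomer protein | Medium: HEPES pH 7.2 with CaCl2, KCl, NaCl, DTT, Triton | Reagent: Labelled myosin peptide probe, 5 nM | Doses: One dose per compound | Times: 5 min incubation before reading | Benchmarks: Neutral control DMSO, positive control TFP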
# PglD inh – PglD (C. jejuni) enzyme inhibition; purified PglD enzyme, DTNB colorimetric CoA detection; inhibition, % at 12.5 µM; 0.098% of 360,000 active; AID 602405; in the data active = inhibition above about 16%, passing the limit was not always enough; note: strong numbers were not always called active
# PGC1a acetyl inh – lowers PGC1a acetylation signal in U2OS cells; AlphaScreen anti-acetyl-lysine; with virally co-expressed GCN5 acetyltransferase; inhibition, % at 15.6 µM; 0.17% of 350,000 active; AID 651687;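 active = every replicate shows inhibition of at least 40%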;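 note: 0% = neutral control wells and 100% = positive control wells; some results beyond the cut were filed as inactive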
# ERAP1 inh – blocks human ERAP1 aminopeptidase activity; recombinant ERAP1, Leu-AMC fluorescence, 60 min; Q9NZ08; inhibition, % at 10.7 µM; AID 652197; 0.15% of 340,000 active;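 active = mean replicate inhibition of at least 30%, or all replicates individually reaching that 30% level; inactive = mean below 30% and not every replicate reaching it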;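 note: 0% = neutral control wells and 100% = L-leucinethiol positive control wells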
# Target sequence (Q9NZ08 whole entry, looked up): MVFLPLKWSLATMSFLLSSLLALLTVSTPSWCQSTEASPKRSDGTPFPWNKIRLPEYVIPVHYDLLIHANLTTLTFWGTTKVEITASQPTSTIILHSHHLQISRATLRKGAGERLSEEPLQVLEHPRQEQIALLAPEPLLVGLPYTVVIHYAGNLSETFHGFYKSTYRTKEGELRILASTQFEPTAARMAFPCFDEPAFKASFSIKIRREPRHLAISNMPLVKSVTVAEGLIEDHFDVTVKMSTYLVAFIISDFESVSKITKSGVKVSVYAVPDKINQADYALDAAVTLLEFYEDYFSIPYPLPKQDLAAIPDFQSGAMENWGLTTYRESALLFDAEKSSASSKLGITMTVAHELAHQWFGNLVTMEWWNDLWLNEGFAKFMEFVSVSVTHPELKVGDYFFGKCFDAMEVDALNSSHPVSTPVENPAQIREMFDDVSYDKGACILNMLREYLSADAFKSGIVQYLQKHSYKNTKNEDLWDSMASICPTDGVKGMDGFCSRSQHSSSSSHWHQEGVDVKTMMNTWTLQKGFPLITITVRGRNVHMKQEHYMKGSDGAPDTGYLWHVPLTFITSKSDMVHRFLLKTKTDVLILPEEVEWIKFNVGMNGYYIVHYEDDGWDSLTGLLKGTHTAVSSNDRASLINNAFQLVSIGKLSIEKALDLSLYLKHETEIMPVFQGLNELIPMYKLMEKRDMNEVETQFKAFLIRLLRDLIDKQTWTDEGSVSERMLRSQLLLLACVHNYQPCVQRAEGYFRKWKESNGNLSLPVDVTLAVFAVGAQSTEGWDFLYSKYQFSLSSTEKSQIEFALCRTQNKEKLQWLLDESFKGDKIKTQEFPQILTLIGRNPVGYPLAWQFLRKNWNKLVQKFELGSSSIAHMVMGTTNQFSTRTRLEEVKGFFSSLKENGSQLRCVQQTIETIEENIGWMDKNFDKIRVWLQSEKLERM
# PAX8 inh HTS – inhibitors of PAX8 transcriptional activity in RMG-I cells. RMG-I TPO-luciferase reporter, SteadyGlo, 24 h. inhibition, % at 12.6 µM. 1.2% of 360,000 active;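 active = mean replicate inhibition at least 60% with every replicate also reaching 60%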;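 note: luciferase light reporting Pax8 driven TPO promoter activity; plate controls were median of neutral control wells for no effect and mitoxantrone controls for full effect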
# FN deposition inh – fibronectin deposition inhibition. AH1F fibroblasts, Alexa488-fibronectin deposition fluorescence, overnight. inhibition, % at 12.6 µM. 0.086% of 350,000 active;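 active = mean inhibition across replicates of 30% or more, regardless of how many single replicates reach that level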;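 note: positive control wells lacked labelled fibronectin entirely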
#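 Schedule: 1 h cell adhesion before compound, then overnight fibronectin incubation; test system: AH1F fibroblast monolayer depositing Alexa488-labelled fibronectin into matrix; quantity: 10000 AH1F cells per well; probe or stimulus: fluorescent fibronectin at 24 nM final; signal: fluorescence, ex 485 nm, em 525 nm; evaluation: percent inhibition as loss of matrix-bound fibronectin fluorescence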
# LGR2 inh – blocks bursicon-induced cAMP signaling via Drosophila LGR2. HEK293 LGR2, CRE-luciferase, bursicon-stimulated, 4 h. 0.35% of 380,000 active. inhibition, % at 9.99 µM. AID 720647;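 active = drop in luminescence signal, shown as inhibition above about 50% in the replicate tests, limit read from the data, passing the limit was not always enough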;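 note: agonist challenge used bursicon conditioned medium at about half maximal strength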
# EWS-Fli inh – blocks EWS/Fli oncoprotein-driven transcription; A673 NR0B1-luciferase reporter, viability-normalised; inhibition, % at 12.6 µM; 0.67% of 350,000 active; AID 651661;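 active = mean inhibition of at least 50% after viability correction, with every replicate also passing that limit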;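 note: firefly luciferase signal divided by Alamar Blue viability fluorescence both relative to DMSO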
# Numbers without * were called inactive; · = not tested or not shown; & = joins results of further samples.
SMILES,S100A4 MyoIIA,PglD inh,PGC1a acetyl inh,ERAP1 inh,PAX8 inh HTS,FN deposition inh,LGR2 inh,EWS-Fli inh
O=C(Oc1cccc(OC(=O)N2CCCCC2)c1)N1CCCCC1,15,3,·,6,2,-3,·,11
CN(C)c1ccc(-c2cc(NC=O)c3ncc(-c4ccc(F)c(Cl)c4)n3c2)cc1,-10,-2,9,0,-16,-13,-23,1
CCOC(=O)c1cc(-c2ccccc2)sc1NC(=O)C(C)Sc1nnc(C)s1 (centres undefined),-3,3,-18,0,12,-2,42,-19
O=C(COC(=O)/C=C/c1ccc([N+](=O)[O-])cc1)NC(=O)NC1CCCCC1,5,·,-10,-1,0,-5,-1,3
C[C@H](CO)N1C[C@H](C)[C@H](CN(C)C(=O)Cc2ccccc2)OCc2cnnn2CCCC1=O,-4&-11&-22,1&2&1,-5&-2&0,-3&-2&-3,-3&1,13&-6,-17&29,-8&-1&1
CCCOc1cccc(-c2cc(C(=O)N/N=C/c3ccccn3)c3ccccc3n2)c1,-13,-3,4,3,25,·,-8,·
CN1CCC(N(C)CC(C)(C)NS(=O)(=O)c2ccccc2)CC1,-1,-6,1,2,22,0,1,-9
N/C(=N\OC(=O)c1cnn(-c2ccccc2)c1C(F)(F)F)c1cc(C(F)(F)F)cc(C(F)(F)F)c1,2,·,·,-1,-14,13,3,-1
Cc1ccc(C2(c3noc(CN(C)CC4CCCCO4)n3)CCCC2)cc1 (centres undefined),-3,-8,-1,-1,8,2,18,3
N#Cc1ccc(-c2nc3ccc(Br)cc3c(=O)n2O)cc1,3,-4,1,4,-3,-3,6,13
C[C@@H]1CN([C@@H](C)CO)C(=O)c2cc(NC(=O)Nc3ccc4c(c3)OCO4)ccc2O[C@H]1CN(C)C(=O)NC1CCCCC1,-2,0,13,0,·,·,-9,-42
O=C(OCCOc1ccccc1)c1cccc(S(=O)(=O)N2CCOCC2)c1,0,-7,-5,3,3,8,-15,2
O=C(NC1CC1)C1CCCN(C(=O)Nc2ccc(F)cc2)C1 (centres undefined),·,0,11,·,6,3,-1,·
COC(=O)c1cc2sccc2n1CC(=O)Nc1cc(OC)cc(OC)c1,-2,0,0,-9,·,·,6,2
S=C1NCCOCCOCCOCCOCCN1,-2,-3,7,6,·,·,5,·
O=C(OCCc1cc2ccccc2c(=O)o1)c1cccc(Br)c1,-12,-1,-1,-2,-1,0,-4,-5
Cc1ccc(C(=O)Nc2c[nH]c(=O)[nH]c2=O)cc1,-1,-6,2,-2,-15,2,-3,5
Nc1ccc(Br)cc1C(=O)O,-5,6,-11,3,-12,-11,-4,·
O=C(COc1cc2oc(=O)cc(-c3ccccc3)c2cc1Cl)NCc1ccccn1,-1,-4,·,-2,9,11,-8,4
C[C@@H]1CN([C@@H](C)CO)C(=O)c2cccc(N(C)C)c2O[C@@H]1CN(C)S(=O)(=O)c1cn(C)cn1,-12,-1,20,0,-10,-2,-17,-1
COc1cccc(Nc2c([N+](=O)[O-])cncc2[N+](=O)[O-])c1,1,0,-17,-1,30,8,-25,19
Nc1c(C(=O)CSc2ccccn2)c(=O)[nH]c(=O)n1C1CC1,33,2,·,2,-29,-10,-2,-38
CC1CCN(S(=O)(=O)c2ccc3c(c2)n(C)c(=O)n3C)CC1,-3,-2,·,-4,-8,0,3,·
O=C(c1cccnc1)c1ncc(C(F)(F)F)cc1Cl,-3,1,·,-2,10,-7,-7,-1
COc1ccc(S(=O)(=O)N2CCCC2)cc1C(C)C,2,·,-44,-2,-4,0,25,-7

# The list continues.
SMILES,S100A4 MyoIIA,PglD inh,PGC1a acetyl inh,ERAP1 inh,PAX8 inh HTS,FN deposition inh,LGR2 inh,EWS-Fli inh
C[C@@H]1CN([C@@H](C)CO)C(=O)c2cc(NC(=O)c3ccncc3)ccc2O[C@@H](C)CCCCO[C@@H]1CN(C)C(=O)C1CCCCC1,3,-1,3,2,-11,·,-18,-6
CC(C)n1c(SCC(=O)N2CCN(C)CC2)nc2c1c(=O)n(C)c(=O)n2C,3,0,2,-2,-1,-5,11,-3
CC(C)[C@H](NC(=O)c1ccccc1Cl)C(=O)NC1CCCCCC1,-2,-3,3,4,-27,7,-1,-2
C[C@H](CO)N1C[C@H](C)[C@H](CN(C)Cc2ccc(Oc3ccccc3)cc2)Oc2ccc(NC(=O)Nc3ccc4c(c3)OCO4)cc2CC1=O,-8,-5,-9,-3,·,·,1,20
COc1ccccc1/C=C/C(=O)Nc1cccc(S(=O)(=O)NC2=NCCCCC2)c1,1,·,-8,0,-7,-1,-18,4
COc1ccc(CNC(=O)C[C@@H]2CC[C@@H](NS(=O)(=O)c3cccc(OC)c3)[C@H](CO)O2)cc1,21,4,-3,2,·,·,13,6
Cc1nn2cc(-c3ccc(Cl)cc3)cnc2c1Cl,0,0,-6,-1,-203,13,-80,-66
CCS(=O)(=O)N1CC2(CN(Cc3ccccc3F)[C@@H](CO)c3c2c2ccc(OC)cc2n3C)C1,7,·,-15,4,31,·,7,22
O=C(Cc1ccncc1)NCC[C@@H]1CC[C@@H](NC(=O)Nc2cccc(F)c2)[C@H](CO)O1,-3,-1,6,-1,-5,5,-1,9
NC(=O)C1CC(=O)N(c2ccc(OCC(=O)N3CCCC3)cc2)C1 (centres undefined),-5,4,-1,0,0,·,-22,-6
COC(=O)c1cc(NC(=O)CSc2nnc(N)s2)ccc1Cl,-7,7,13,-1,12,2,-7,10
CCc1cnc(N2[C@H](C#N)[C@H](c3ccc(C#CCC4CCCC4)cc3)[C@@H]2CO)s1,-6,-1,-20,3,21,-14,-7,-16
CCn1c(SCC(=O)Nc2ccc3c(c2)OCCO3)nnc1C(C)C,-3,-4,0,-1,-12,3,-10,1
COc1ccc(CN2CCN(Cc3ccc(C(F)(F)F)cc3)CC2)c(OC)c1,-1,9,29,-1,14,-1,-3,6
COc1ccc(NC(=O)c2cc(Br)c(Br)s2)cn1,4,5,-13,2,-1,-7,-38,-74
CCOc1ccc(C(=O)NCC(=O)NCCSc2ccc(Br)cc2)cc1OCC,5,3,-6,0,6,-6,2,5
O=C(COc1ccc2c3c(c(=O)oc2c1)CCC3)N[C@@H](CSCc1ccccc1)C(=O)O,-11,-4,10,2,·,·,15,0
CCOc1ccc(NC(=O)CCNS(=O)(=O)c2ccc3c(c2)CCC(=O)N3)cc1,-3,·,·,1,5,2,-7,7
O=Nc1[nH]c(=O)c(/C=C(\O)c2ccccc2)nc1NO,0,4,·,6,1,-2,-160,-12
O=C(NCc1ccccc1)c1cc(C2CCCN(S(=O)(=O)c3cccs3)C2)on1 (centres undefined),1,-2,2,0,-6,7,7,-14
COc1ccccc1C(=O)N/C(=C\c1ccc2c(c1)OCO2)C(=O)NCCc1nc2ccccc2[nH]1,-2,6,-5,1,11,-19,14,-7
CCOc1cccc(/C=N/NC(=S)Nc2cc(S(=O)(=O)N3CCOCC3)ccc2N2CCOCC2)c1O,-1,·,·,0,51,-2,2,-4
O=C(O)CCC(C(=O)O)N1C(=O)C2C3CCC(C3)C2C1=O (centres undefined),-2,-2,0,0,-3,1,2,-7
O=C(NC(=S)N1CCOCC1)c1cn(-c2ccccc2)nc1-c1ccc(F)cc1,1,4,3,2,-12,-3,-2,22
CNC[C@H]1Oc2ccc(NC(=O)Cc3cn(C)c4ccccc34)cc2C(=O)N([C@H](C)CO)C[C@@H]1C,7,1,4,2,1,-1,-8,-1

# 15 entries from above, reformatted:
Structure	S100A4 MyoIIA	PglD inh	PGC1a acetyl inh	ERAP1 inh	PAX8 inh HTS	FN deposition inh	LGR2 inh	EWS-Fli inh
COC(=O)c1cc(NC(=O)CSc2nnc(N)s2)ccc1Cl	-7	7	13	-1	12	2	-7	10
CCc1cnc(N2[C@H](C#N)[C@H](c3ccc(C#CCC4CCCC4)cc3)[C@@H]2CO)s1	-6	-1	-20	3	21	-14	-7	-16
CCn1c(SCC(=O)Nc2ccc3c(c2)OCCO3)nnc1C(C)C	-3	-4	0	-1	-12	3	-10	1
COc1ccc(CN2CCN(Cc3ccc(C(F)(F)F)cc3)CC2)c(OC)c1	-1	9	29	-1	14	-1	-3	6
COc1ccc(NC(=O)c2cc(Br)c(Br)s2)cn1	4	5	-13	2	-1	-7	-38	-74
CCOc1ccc(C(=O)NCC(=O)NCCSc2ccc(Br)cc2)cc1OCC	5	3	-6	0	6	-6	2	5
O=C(COc1ccc2c3c(c(=O)oc2c1)CCC3)N[C@@H](CSCc1ccccc1)C(=O)O	-11	-4	10	2	·	·	15	0
CCOc1ccc(NC(=O)CCNS(=O)(=O)c2ccc3c(c2)CCC(=O)N3)cc1	-3	·	·	1	5	2	-7	7
O=Nc1[nH]c(=O)c(/C=C(\O)c2ccccc2)nc1NO	0	4	·	6	1	-2	-160	-12
O=C(NCc1ccccc1)c1cc(C2CCCN(S(=O)(=O)c3cccs3)C2)on1 (centres undefined)	1	-2	2	0	-6	7	7	-14
COc1ccccc1C(=O)N/C(=C\c1ccc2c(c1)OCO2)C(=O)NCCc1nc2ccccc2[nH]1	-2	6	-5	1	11	-19	14	-7
CCOc1cccc(/C=N/NC(=S)Nc2cc(S(=O)(=O)N3CCOCC3)ccc2N2CCOCC2)c1O	-1	·	·	0	51	-2	2	-4
O=C(O)CCC(C(=O)O)N1C(=O)C2C3CCC(C3)C2C1=O (centres undefined)	-2	-2	0	0	-3	1	2	-7
O=C(NC(=S)N1CCOCC1)c1cn(-c2ccccc2)nc1-c1ccc(F)cc1	1	4	3	2	-12	-3	-2	22
CNC[C@H]1Oc2ccc(NC(=O)Cc3cn(C)c4ccccc34)cc2C(=O)N([C@H](C)CO)C[C@@H]1C	7	1	4	2	1	-1	-8	-1

# Other records
SMILES,S100A4 MyoIIA,PglD inh,PGC1a acetyl inh,ERAP1 inh,PAX8 inh HTS,FN deposition inh,LGR2 inh,EWS-Fli inh
O=C(COc1ccccc1C(=O)c1cnn(-c2ccccc2)c1)Nc1ccccc1,-1,-7,-1,-3,-23,-5,-44,-16
NC(=O)NC1NC(=O)NC1=O (centres undefined),-2,-4,1,1,·,·,·,-5
O=C(COC(=O)C12CC3CC(CC(O)(C3)C1)C2)Nc1ccccc1OC(F)F,·,2,-2,·,0,-11,·,·
OC[C@@H]1CN(Cc2ccc(-c3ccccc3)cc2)C[C@H](n2cnc3c(N4CCCC4)ncnc32)O1,-6,0,·,3,-11,4,1,7
Cc1cc(NC(=O)c2csc([C@@H]3O[C@H](CO)[C@H](O)[C@H](O)[C@H]3O)n2)n(C)n1,2,-6,9,-1,18,-1,-7,-11
CO[C@@H]1CN(C)C(=O)c2cc(NS(=O)(=O)c3ccc(Cl)cc3)ccc2OC[C@@H](C)NC[C@@H]1C,-4,-1,4,-3,-2,6,-12,1

# Single records, as listed above. Order of values: S100A4 MyoIIA	PglD inh	PGC1a acetyl inh	ERAP1 inh	PAX8 inh HTS	FN deposition inh	LGR2 inh	EWS-Fli inh
# CO[C@@H]1CN(C)C(=O)c2cc(NS(=O)(=O)c3ccc(Cl)cc3)ccc2OC[C@@H](C)NC[C@@H]1C as listed: -4	-1	4	-3	-2	6	-12	1
# Cc1cc(NC(=O)c2csc([C@@H]3O[C@H](CO)[C@H](O)[C@H](O)[C@H]3O)n2)n(C)n1 as listed: 2	-6	9	-1	18	-1	-7	-11

# Not a hit list; any-hit rate near 2.1%.
